# Screening data as filed in PubChem.
# PLCb3 inh: human PLC-beta3 inhibitors, primary screen, biochemical, fluorescence. Purified PLC-beta3, fluorogenic substrate. AID 720704, 2013. inhibition, % at 12.2 µM. hit rate 0.18% among 370,000. 1-phosphatidylinositol 4,5-bisphosphate phosphodiesterase beta-3 (Homo sapiens), Q01970; in the data active means inhibition above about 11%;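 further: 0% = median of compound wells on plate and 100% = full blocker control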
# DDE Tn6 FP inh: inhibitors of Tn6 peptide binding to fibrin DD(E), primary screen, biochemical, fluorescence polarization, human fibrin, Tn6 probe. inhibition, % at 8.3 µM. hit rate 0.21% among 370,000. Fibrinogen beta chain (Homo sapiens), P02675. Fibrin DD(E) TRITC-Tn6 fluorescence polarization displacement;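 active means inhibition above a per-campaign cutoff: mean of compounds within control limits plus 3 SD, cut at about 15% in these data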;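 further: 0% = median of all compound wells on the plate and 100% = blocking peptide control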
# SIAE inh: human SIAE inhibitors, primary screen, biochemical, fluorescence polarization, FP-Rh probe, 1536-well HTS; Sialate O-acetylesterase (Homo sapiens), Q9HAT2; SIAE FP-Rh probe binding; inhibition, % at 9.66 µM; hit rate 0.69% among 370,000; AID 1053197, 2014;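 active means inhibition above a cutoff: mean of compounds within the control limits plus 3 SD of those, cut at about 17% in these data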;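 further: 0% = plate median of compound wells and 100% = probe without SIAE protein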
# ADAM17 inh: ADAM17 inhibitors, primary screen, biochemical, QFRET; inhibition, % at 6.95 µM; recombinant ADAM17, EDANS/DABCYL FRET peptide cleavage; hit rate 0.83% among 370,000; Disintegrin and metalloproteinase domain-containing protein 17 (Homo sapiens), P78536; AID 720648, 2013;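 active means inhibition above the mean of compounds lying between control limits plus 3 SD, set per campaign, cut at about 8.5% in these data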;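 further: 0% = DMSO-only wells as the low control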
# ARFGAP1 inhibitor: inhibitors of rat ARFGAP1 GAP activity, primary screen, biochemical, fluorescence polarization, GDP tracer; ADP-ribosylation factor GTPase-activating protein 1 (Rattus norvegicus), Q62848; Arfgap1-stimulated ARF1 GTP hydrolysis, GDP FP detection; inhibition, % at 16.5 µM; hit rate 0.26% among 360,000;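 active means inhibition above a per-plate limit, mean inhibition of low control wells plus 3 SD, cut at about 25% in these data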;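 further: 0% = DMSO wells with enzyme and 100% = wells lacking Arfgap1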
#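 Assay system: Rat Arfgap1 GAP domain (His6, aa 1-136), purified enzyme | Buffer or medium: HEPES 25 mM pH 7.5, NaCl 150 mM, MgCl2, DTT | Schedule: GTP hydrolysis reaction 2 h at 25 °C | Signal: FP of antibody-bound GDP Alexa 633 tracer, ex 620/em 688 nm | Measure: Percent inhibition of Arfgap1-stimulated GTP hydrolysis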
# PLC-gamma1 inh: PLC-gamma1 enzyme inhibitors, primary screen, biochemical, fluorescence, purified enzyme | inhibition, % at 12.2 µM | 1-phosphatidylinositol 4,5-bisphosphate phosphodiesterase gamma-1 (Homo sapiens), P19174 | hit rate 0.84% among 370,000 | AID 720700, 2013 | fluorogenic substrate; in the data active means inhibition above about 9.5%
# TDP2 absorb: human TDP2 enzyme inhibitors, primary screen, biochemical, epi absorbance, recombinant enzyme. Tyrosyl-DNA phosphodiesterase 2 (Homo sapiens), O95551. T5PNP hydrolysis, p-nitrophenol absorbance 415 nm. inhibition, % at 12.8 µM. hit rate 0.34% among 370,000. AID 720702, 2013;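 active means inhibition above the mean of all tested compounds plus 3 SD, set per campaign, cut at about 25% in these data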;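 further: 0% = DMSO with enzyme and 100% = buffer with substrate but no TDP2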
#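 Evaluation: % inhibition relative to enzyme-containing and enzyme-free wells. Material: recombinant human TDP2. Benchmarks: enzyme-free and DMSO wells. Timing: enzyme reaction with compound for 2 h at 37 °C. Compound dosing: 12.8 µM only. Measured by: p-Nitrophenol epi absorbance. Reagent: T5PNP substrate at 5 mM, a TopII-DNA adduct mimic. Replication: single well per compound.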
# ADAM10 inh: human ADAM10 inhibitors, primary screen, biochemical, QFRET, HTS; hit rate 0.62% among 370,000; inhibition, % at 7 µM; recombinant ADAM10, EDANS/DABCYL FRET peptide cleavage, 3 h;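 active means inhibition above a per-campaign cutoff equal to the mean of compounds falling between control-based bounds plus 3 SD, cut at about 20% in these data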;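 further: 0% = DMSO wells while the 100% control is not disclosed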
# DDE Tn7 FP inh: inhibitors of Tn7 peptide binding to fibrin DD(E), primary screen, biochemical, fluorescence polarization, human fibrin, Tn7 probe; Fibrinogen beta chain (Homo sapiens), P02675; FP displacement of FITC-Tn7 peptide from fibrin DD(E); 0% = median of compound wells per plate; inhibition, % at 8.3 µM; hit rate 0.13% among 370,000;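 active means inhibition above the mean of compounds falling within the control limits plus 3 SD of them, cut at about 14% in these data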;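 further: 0% = plate median of compound wells and 100% = 10 µM Aha-Tn7 peptide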
#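 assay system = human clot-derived fibrin DD(E) complex | quantity = Fibrin-DD(E) at 2 µM final | timing = 10 min preincubation, 3 h with tracer, room temperature | signal = fluorescence polarization | measure = percent inhibition | benchmarks = high control wells with 10 µM unlabelled Aha-Tn7 peptide (full inhibition) | replicates = singlicate testing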
# ASAP1 inh: inhibitors of human ASAP1 ArfGAP activity, primary screen, biochemical, fluorescence polarization. ASAP1-stimulated ARF1 GTP hydrolysis, GDP FP detection. inhibition, % at 16.5 µM. hit rate 0.19% among 360,000. Arf-GAP with SH3 domain, ANK repeat and PH domain-containing protein 1 (Homo sapiens), …; in the data active means inhibition above about 25%;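 further: 0% = vehicle with enzyme and substrate and 100% = no enzyme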
# An asterisk follows results filed as active; i = inactive; x = no result given.
SMILES,PLCb3 inh,DDE Tn6 FP inh,SIAE inh,ADAM17 inh,ARFGAP1 inhibitor,PLC-gamma1 inh,TDP2 absorb,ADAM10 inh,DDE Tn7 FP inh,ASAP1 inh
COc1ccc(OC)c(NC(=O)N2CCCC(CNS(=O)(=O)c3cccs3)C2)c1 (stereo not drawn),5,3,-1,2,4,3,-5,-6,-4,3
COCCNC(=O)C1(C)CCN(C(=O)c2ccc3sccc3c2)C1 (stereo not drawn),-3,2,-8,-2,0,0,-5,-9,-4,-2
CC1=Nn2c(nnc2-c2ccccc2)SC1,1,1,4,-4,-5,0,9,2,6,-7
COc1ccccc1C(=O)N1C(CC(=O)Nc2ccccc2C)C(=O)NC2CCCCC21 (stereo not drawn),-2,-6,8,-1,3,9.7*,-3,14,4,3
CCCn1nc(C(=O)NNC(=O)Cc2ccc(S(=O)(=O)N3CCOCC3)s2)c2ccccc2c1=O,-6,3,2,0,5,-3,10,7,2,-2
COCCN(CCOC)C(=O)[C@@H](Cc1ccccc1)NC(=O)[C@H]1O[C@@H](n2ccc(N)nc2=O)[C@H](O)[C@@H]1O,8,-12,5,0,-3,8,-3,1,-1,3
Cc1nn(C)cc1S(=O)(=O)Nc1ccc(F)c(F)c1,-9,-10,-3,-4,4,1,1,-12,-3,-11
COC(=O)c1sccc1NC(=O)Nc1ccccc1Cl,-5,1,6,-1,22,-2,16,-10,-2,2
CCOC(=O)c1cccc(NC(=O)CSc2nc3ccccc3c(=O)n2CC)c1,2,-5,-1,-1,5,4,4,4,4,-9
CCN(CC)C1CCS(=O)(=O)C1 (stereo not drawn),-6,-1,-1,-8,-3,0,8,-7,7,2
CCCCS(=O)(=O)Nc1ccc(Cc2ccncc2)cc1,-3,-6,-1,-4,-3,-2,7,0,6,7
CC(NC(=O)COC(=O)c1cccc(S(=O)(=O)N2CCCC2)c1)c1ccccc1 (stereo not drawn),0,-3,0,-3,-1,4,0,-15,3,-2
O=C(NCc1ccc(F)cc1)c1cc(C2CCCCN2S(=O)(=O)Cc2ccccc2)on1 (stereo not drawn),1,-13,2,-2,-10,0,-1,1,0,2
Cc1cc(OCC(=O)NCCCn2ccnc2)c2c(C)cc(=O)oc2c1,-228,9,4,-104,10,-149,-9,-339,3,-6
COc1ccc(OC)c(/C=N/NC(=O)CSc2nnc(C)n2-c2ccccc2)c1,-74,-4,-2,-30,-6,-60,2,-81,3,16
COc1ccccc1NCC(=O)NNCC(=O)Nc1ccc(F)c(Cl)c1,-4,-9,-10,2,6,4,-3,2,1,6
COc1cc(/C=N/NC(=O)c2ccc3c(c2)OCCO3)cc(Br)c1O,i,-5,-1,-2,-19,i,-7,-5,2,7
CC(C)[C@H](NC(=O)[C@@H]1Cc2ccccc2CN1C(=O)OC(C)(C)C)C(=O)NC1CCCC1,-5,3,2,-4,-4,0,-4,0,-2,-5
Cc1nc(NC(=O)CN2CC(C)OC(C)C2)sc1C(=O)N(C)C (stereo not drawn),-12,-1,2,-2,4,-2,-12,-7,-2,-2
CC(=O)C1=C(C)NC(=O)NC1c1cc(Br)ccc1OCC(N)=O (stereo not drawn),-14,-5,-5,-3,6,-4,-1,-1,-5,20
Cn1nnnc1SCC(=O)Nc1c(Cl)cccc1Cl,1,-5,3,-4,2,-2,4,-6,-3,-11
CC(C)(C)/C=N/NC(=O)C1CC1,-6,-8,13,-2,18,-6,-7,-4,-5,-8
O=C1CC(c2ccccc2)=NN1c1ccc([N+](=O)[O-])cc1,-6,-5,20*,1,11,-2,1,7,-3,16
O=C(NN=C1CCCC1)c1cc(Br)ccc1O,-57,4,5,-18,-10,-30,7,-65,-1,-7
COc1ccccc1CN1CC(C(=O)NC2(c3ccccc3)CC2)CCC1=O (stereo not drawn),-10,-2,2,-6,9,1,4,-5,-2,12
O=C(Nc1ccc(Cl)c(S(=O)(=O)N2CCOCC2)c1)c1ccc(Cl)nc1,-16,-5,-13,4,2,-2,-3,-17,-3,12
COc1ccc(-c2oc3c(c2C(=O)OCCCO)C(OCCO)CCC3)cc1 (stereo not drawn),-195,1,7,-74,-17,-131,-9,-264,-4,-1
Cc1cccc(NC(=O)c2cccnc2Cl)n1,-16,6,-2,-18,-4,-10,8,-79,1,5
O=C(c1cccs1)N1C[C@H](O)[C@@H](n2cc(-c3ccc(F)cc3)nn2)C[C@@H]1c1ccccc1,1,-8,-1,-2,1,0,7,-7,2,14
O=C1NC[C@@H](CCCCN2C[C@H](Cc3ccccc3)N(CC3CCCCC3)C(=O)C2=O)N(CCc2ccc(O)cc2)C1=O,2,3,7,-6,-6,-1,3,-8,-1,8
O=C(Nc1ccccc1Oc1cccnc1)C1CCCN(Cc2ccccc2O)C1 (stereo not drawn),-7,3,1,-3,2,-1,6,4,2,1
CC(C)C(C(=O)NCc1ccco1)N(C(=O)CNS(=O)(=O)c1ccc(Cl)cc1)C1CCCC1 (stereo not drawn),2,-6,6,-2,3,2,-3,5,-4,8
CSc1nccn1CC(=O)Nc1ccc(F)cc1,-4,0,1,1,-6,-1,-8,5,1,-6
COC(=O)[C@]12C[C@H](CC(=O)NCCc3ccccc3OC)C(=O)N(Cc3cccc4ccccc34)C1=C[C@H](C(C)C)O[C@@H]2C1CC1,3,4,-7,11*,x,1,-8,22*,-2,x
Cc1ccc(CSc2nnc(SCC(=O)N/N=C/C=C/c3ccccc3[N+](=O)[O-])s2)cc1,7,1,-16,3,4,4,-4,7,-8,1
Cc1ccc(C(=O)NC2CCN(S(=O)(=O)c3ccccc3)CC2)cc1,0,10,2,-3,-2,0,6,-2,-1,3
O=C(COc1cc2oc(=O)c3c(c2cc1Cl)CCC3)NCC1CCC(C(=O)O)CC1 (stereo not drawn),-12,6,-3,-23,3,-6,-9,-45,2,5
Cc1ccc(Cl)cc1N1CCN(C(=O)C2CCC(=O)N2C(C)C)CC1 (stereo not drawn),3,2,2,0,-3,-1,8,-2,-2,-2
S=C(Nc1ccccc1Cl)N(Cc1ccccc1)Cc1cccnc1,-4,-7,-4,-2,0,0,0,6,-10,10
CNc1ncnc2c1ncn2[C@H]1CN(Cc2ccc3c(c2)OCO3)C[C@@H](CO)O1,-1,10,-2,-4,-5,0,9,-20,-3,2
CCOC(=O)Cn1ccc2cc(S(=O)(=O)N3CCCC3)ccc21,1,-6,-2,-3,-2,2,1,-2,11,-4
CC(=O)c1ccc(NC(=S)NC(=O)CC(C)C)cc1,1,7,-8,-1,14,1,-1,-5,2,1
COc1cccc(C(C)(O)c2nc(-c3cccc(C#N)c3)cs2)c1 (stereo not drawn),-5,-5,-5,5,2,2,-4,-9,-5,7
O=[N+]([O-])c1ccc(S(=O)(=O)N2CCN(c3ccccn3)CC2)cc1,1,-2,-10,-5,-4,0,-5,-7,-4,0
Cc1ccc2nc3c(cc(C(=O)NCCc4ccccc4)c(=N)n3CCCN3CCOCC3)c(=O)n2c1,-298,2,7,-425,-2,-208,-17,i,-1,-9
CCC(C(=O)NC1CCCC1)N(C(=O)c1snc(C(N)=O)c1N)c1ccc(OC)cc1 (stereo not drawn),-5,5,-3,-1,1,-3,5,-7,-5,-7
Cc1cccc(-n2c(O)c(C=Nc3c(C)n(C)n(-c4ccccc4)c3=O)c3ccccc3c2=O)n1,-35,-6,-1,-12,6,-30,6,-51,0,-13
CS(=O)(=O)N1CCCCC1c1cc(C(=O)NCc2ccccc2)no1 (stereo not drawn),1,0,2,3,-7,4,-3,0,3,-1
COc1ccc(C(=O)NCC(c2ccco2)N2CCOCC2)cc1 (stereo not drawn),0,11,2,-3,-2,3,6,-4,6,-5
C=C[C@]1(C)C=C2C(=O)[C@@]3(O)OC(=O)[C@@]4(CCCC(C)(C)[C@H]34)[C@@]2(O)CC1,-222,-4,10,-29,18,-212,-3,-118,-5,7
O=C(O)c1cnn(-c2ccccc2)c1C(F)(F)F,3,-2,-2,0,1,2,-16,0,-7,-4
CN(C(=O)c1cccc(NC(=O)Cc2ccc(NC(=O)C3CCN(C(=O)c4ccccc4)CC3)cc2)c1)C1CCC1,2,0,-1,-3,-8,-4,6,0,1,-2
Cc1ccc(S(=O)(=O)N2CCN(C(=O)COC(=O)Cc3cccc(C(F)(F)F)c3)CC2)c(C)c1,-3,-5,17,3,-5,0,-10,8,3,0
O=C(COc1cccc(F)c1)NNC(=O)c1cccc(-n2cccc2)c1,-6,-5,-5,0,6,0,-6,-5,2,0
COCCCNC(=O)C[C@@H]1C(=O)N(CCc2ccc(Cl)cc2)C2=CCCCC[C@]21C(=O)OC,-1,-8,1,-6,x,4,-3,-9,6,x
O=C(O)CCCNC(=O)/C(=C\c1ccccc1F)NC(=O)c1ccccc1,-7,-1,1,-1,0,-3,0,-11,-1,6
CCN(C(=O)c1cnc(OC)cc1C(F)(F)F)c1ccc(Cl)cc1,-3,-4,5,4,14,5,-12,5,-6,-3
O=C(Nc1ccc(Br)cc1Cl)N1CCOCC1,3,-3,-3,0,0,1,-5,1,5,0

# Of the compounds above, two contain a tert-butyl group:
SMILES,PLCb3 inh,DDE Tn6 FP inh,SIAE inh,ADAM17 inh,ARFGAP1 inhibitor,PLC-gamma1 inh,TDP2 absorb,ADAM10 inh,DDE Tn7 FP inh,ASAP1 inh
CC(C)[C@H](NC(=O)[C@@H]1Cc2ccccc2CN1C(=O)OC(C)(C)C)C(=O)NC1CCCC1,-5,3,2,-4,-4,0,-4,0,-2,-5
CC(C)(C)/C=N/NC(=O)C1CC1,-6,-8,13,-2,18,-6,-7,-4,-5,-8
